# TrxR1 substrate = rat thioredoxin reductase 1 substrate activity | O89049 | purified TrxR1 substrate turnover, NADPH consumption readout | Potency, µM (top dose mostly 114 µM), without a hit: top-dose activity change, negative = substrate turnover | 390,000 tested, 0.01% active | AID 588456; also: % is scaled to controls: 0 for no effect and ±100 for the full control effect; nearly all actives have a fitted effect of over 50% in size
#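 Rat TrxR1, dispensed at 90 nM, was prereduced with 400 uM NADPH (final) for 5 min at ~22 deg C, then incubated with compound 15 min before 400 uM selenite. A first-read NADPH fluorescence drop versus no-compound background flagged substrates.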
# 12-LOX inh = ALOX12 (human) lipoxygenase inhibition | P18054 | purified 12hLO, xylenol orange hydroperoxide absorbance | Potency, µM (titrated, usually from 108 µM), inactives show at the highest dose activity change, negative = inhibition, actives largely listed as inhibitors | 580,000 tested, 1.1% active | AID 1671190; also: % is scaled to controls: 0 for no effect and ±100 for the full control effect
#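 Purified human 12hLO at 150 nM in 25 mM Hepes, 0.01% Triton X-100, pH 7.0, preincubated 15 min at room temperature with compound. Reaction started with 40 uM arachidonic acid, 30 min at room temperature. Hydroperoxide measured by Fe-xylenol orange, 573/405 nm absorbance ratio.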
# Vif-APOBEC3G blk = Vif-A3G binding inhibition; Q9HC16; HeLa A3G-eYFP + Vif (tagged APOBEC3G with the HIV-1 protein that degrades it), YFP fluorescence, overnight; Potency, µM (highest dose often 46.1 µM), inactives show at the top dose activity, negative = active, hits mostly inhibitors; 410,000 tested, 0.076% active; AID 602310;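 also: % is scaled to controls: 0 for no effect and ±100 for the full control effect; nearly all actives have a fitted effect of over 60% in size; hits raise eYFP signal because A3G escapes Vif-driven loss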
#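 HeLa cells stably expressing Vif and C-terminally eYFP-tagged A3G, seeded overnight at 37 deg C, then exposed to compound by pintool overnight at 37 deg C. Rise in yellow fluorescence (Ex 488/Em 500-530, Acumen) marks blocked Vif-driven A3G degradation.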
# USP1-UAF1 inh = inhibitors of human USP1/UAF1 deubiquitinase; O94782; recombinant USP1/UAF1, Ub-Rhodamine cleavage fluorescence; Potency, µM (doses to about 57.1 µM), inactives show at the highest dose activity change, negative = inhibition, actives largely listed as inhibitors; 390,000 tested, 0.23% active; also: % is scaled to controls: 0 for no effect and ±100 for the full control effect; nearly all actives have a fitted effect of over 60% in size; inactives centre near -12
#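 In this screen, compounds sit with the deubiquitinase complex (1nM) for 15 min at room temperature before Ub-Rho is added at 150nM final. Fluorescence rise is then followed for 6 reads every 60 seconds.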
# Vif-A3F inh = inhibitors of Vif-A3F interaction; HeLa A3F-eYFP + Vif (tagged APOBEC3F with the HIV-1 protein that degrades it), YFP fluorescence increase; Potency, µM (series often up to 46.1 µM), for the others: top-dose activity, negative = active; 390,000 tested, 0.2% active; AID 602313; also: % of control where 0% means no effect; nearly all actives have a fitted effect of over 65% in size
#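 HeLa cells stably expressing A3F-eYFP plus Vif, plated and incubated overnight at 37 deg C, then exposed to compounds overnight at 37 deg C. Blocked degradation read as raised yellow fluorescence (Ex 488/Em 500-530).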
# RGS4 inhibitor = human RGS4 inhibition. P49798. Transcreener GDP fluorescence polarization, RGS4-accelerated GTP hydrolysis. Potency, µM (series often up to 114 µM), for inactives: at the highest dose activity change, negative = inhibition, most hits filed as inhibitors. 390,000 tested, 0.039% active. AID 504845; also: % is scaled to controls: 0 for no effect and ±100 for the full control effect; nearly all actives have a fitted effect of over 75% in size; some results filed as inactive show a strong effect at the top dose
# Target sequence (P49798 whole entry, looked up): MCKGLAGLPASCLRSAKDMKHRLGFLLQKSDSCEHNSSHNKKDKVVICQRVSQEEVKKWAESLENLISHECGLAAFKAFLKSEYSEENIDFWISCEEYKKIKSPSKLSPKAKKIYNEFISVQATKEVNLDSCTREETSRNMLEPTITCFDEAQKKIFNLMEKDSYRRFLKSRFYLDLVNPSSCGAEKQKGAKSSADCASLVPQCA
#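 MLSMR compounds (23 nl, pin-transferred) preincubated 10 min at room temperature with a 500nM (2x) first reagent, then RGS4 at 900nM (2x) plus Transcreener GDP mix added; fluorescence polarization (620/688 nm) read before and after 90 min at 30 °C.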
# IDH1 R132H inh = human IDH1 R132H inhibition. O75874. IDH1-R132H enzyme, NADPH consumption, diaphorase/resazurin fluorescence. Potency, µM (doses to about 76.6 µM), without a hit: at the top dose activity change, negative = inhibition, most hits filed as inhibitors. 390,000 tested, 0.093% active; also: % is scaled to controls: 0 for no effect and ±100 for the full control effect; nearly all actives have a fitted effect of over 65% in size
#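 IDH1-R132H (0.5 ug/mL) preincubated 30 min with compound, then NADPH (0.016 mM) and alpha-KG (2 mM) added; 80 min at RT, pH 7.5. Remaining NADPH coupled via diaphorase/resazurin to fluorescence (540/590 nm); concentration-response curves normalized to no-enzyme control.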
# rTrxR1 inhibitor = rat TrxR1 inhibition. recombinant rTrxR1, NADPH fluorescence consumption, selenite substrate. 390,000 tested, 1% active. Potency, µM (doses to about 114 µM), for inactives: at the highest dose activity change, negative = inhibition, hits mostly inhibitors. O89049; also: % is scaled to controls: 0 for no effect and ±100 for the full control effect; nearly all actives have a fitted effect of over 65% in size
#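 Rat TrxR1 (90 nM in the dispensed reagent) was pre-reduced with 400 uM NADPH for 5 min at room temperature, then incubated with compound for 15 min. After 400 uM selenite was added, NADPH fluorescence (Ex 340/Em 450 nm) was followed for 8 min.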
# RXFP1 ag = activates the human relaxin receptor RXFP1. HEK293T-RXFP1 cAMP TR-FRET, 30 min; response scale: percent of porcine relaxin response, buffer zero. Potency, µM (series often up to 57.5 µM), without a hit: at the highest dose activation, usual class: activators. 370,000 tested, 0.3% active. AID 2676; also: % is scaled to controls: 0 for no effect and ±100 for the full control effect; nearly all actives have a fitted effect of over 60% in size; many of its hits are not listed in these tables
# Target sequence (Q9HBX9 whole entry, looked up): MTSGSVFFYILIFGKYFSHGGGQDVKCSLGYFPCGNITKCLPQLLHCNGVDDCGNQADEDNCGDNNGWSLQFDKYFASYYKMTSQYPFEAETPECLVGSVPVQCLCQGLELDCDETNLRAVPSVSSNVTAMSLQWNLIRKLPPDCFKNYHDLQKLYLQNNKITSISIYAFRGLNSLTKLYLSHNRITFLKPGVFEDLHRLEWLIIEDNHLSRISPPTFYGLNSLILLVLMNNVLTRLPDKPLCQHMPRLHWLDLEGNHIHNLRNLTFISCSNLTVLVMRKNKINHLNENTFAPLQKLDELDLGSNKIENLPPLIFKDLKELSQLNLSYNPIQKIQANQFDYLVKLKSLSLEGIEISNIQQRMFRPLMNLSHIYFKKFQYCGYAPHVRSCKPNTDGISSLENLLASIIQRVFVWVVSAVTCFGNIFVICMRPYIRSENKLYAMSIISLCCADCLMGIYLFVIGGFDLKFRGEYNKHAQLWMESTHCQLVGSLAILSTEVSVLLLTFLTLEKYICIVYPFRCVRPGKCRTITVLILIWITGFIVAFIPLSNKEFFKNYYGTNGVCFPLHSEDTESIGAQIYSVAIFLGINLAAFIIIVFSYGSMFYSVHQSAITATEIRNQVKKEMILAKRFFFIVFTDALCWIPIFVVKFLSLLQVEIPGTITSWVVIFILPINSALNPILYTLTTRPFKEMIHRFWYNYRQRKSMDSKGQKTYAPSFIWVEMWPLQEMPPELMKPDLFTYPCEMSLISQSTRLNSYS
#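 HEK293T cells stably expressing RXFP1 were pretreated with the PDE4 inhibitor Ro 20174, exposed to compounds for 30 min at 37C, lysed, and cAMP was read by TR-FRET. Data normalized to buffer (basal) and 29 nM porcine relaxin (100%).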
# * marks the source's active call; other numbers are inactive results; u = inconclusive; x = not tested or not shown; & = joins results of further samples; [ ] = another dose, or the depositor's remark. Calls follow the shape of the dose curve; as a rule, active = well fitted curve in the direction sought with a large enough effect; inconclusive = small, poorly fitted or top-dose-only effect, or another doubt; inactive = no such curve, though single readings can be large; an effect the other way counts as inactive or inconclusive. Potency is read from the fitted curve at half-maximal effect. This is a subset; count on the stated rates, not on these rows.
SMILES,TrxR1 substrate,12-LOX inh,Vif-APOBEC3G blk,USP1-UAF1 inh,Vif-A3F inh,RGS4 inhibitor,IDH1 R132H inh,rTrxR1 inhibitor,RXFP1 ag
O=C(NN=C1c2ccccc2-c2ccccc21)c1ccccn1,8%,25%,2%,-2%,-8%,11%,3%,11%,-0.4%
CCOC(=O)c1snc2c(=O)[nH]cnc12,62%[activator],-21%,1%,-6%,-2%,33%,-2%,5%,5.2%
O=S1(=O)CC(O)C(NCCO)C1 (stereo not given),4%[57.1 µM],-6%,0%,-15%,1%,-3%,2%,5%[57.1 µM],-2.3%
Cc1cc(C)nc(Nc2ccc(N3CCCC3)cc2)n1,-3%,u,1%,-26%,-1%,u,0%,u,-1.9%
COc1cc(CNCc2ccccc2)cc(Cl)c1OC,1%,-5%,1%,-6%,-3%,14%,-1%,19%,1.0%
Cc1ccc(S(=O)(=O)N2CCCCC2)cc1NC(=O)COC(=O)C1=COCCO1,5%[57.1 µM],-3%,-4%,-16%,2%,-16%,6%,13%[57.1 µM],-1.1%
O=C(COC(=O)c1ccc(O)cc1O)NC1CC1,5%,-2%,-20%,-22%,4%,-15%,2%,19%,-0.6%
CCOC(=O)N1CCC(NC(=O)CSCc2nc(-c3sccc3C)oc2C)CC1,38%[activator][57.1 µM],x,1%,-3%,5%,25%,-4%,-4%[57.1 µM],2.4%
NC(=O)c1nsc(C(=O)N(Cc2cccnc2)C(C(=O)NCc2ccccc2)c2ccc(O)cc2)c1N (stereo not given),11%[57.1 µM],-19%,-1%,-10%,12%,-22%,-3%,2%[57.1 µM],-6.3%
CCC(CC)C(=O)Nc1cccc(C(=O)Nc2ccc(S(N)(=O)=O)cc2)c1,1%,2%&10%,-5%,-6%,19%,32%,-1%,22%,1.2%
O=C(Cc1cccc2ccccc12)Nc1cc(C(=O)O)cc(C(=O)O)c1,12%[2.29 µM],3%,-1%,-24%,-11%,5%,-4%,38%[2.29 µM],2.3%
O=C(CCNC(=O)c1ccccc1Cl)NCCCSc1ccccc1,5%,-20%,1%,-17%,2%,22%,13%,21%,-3.7%
Cc1ccc(C(=O)N2CCN(c3ccc(C(F)(F)F)cn3)CC2)c(C)c1,7%,-24%,-1%,-11%,5%,-2%,5%,15%[57.1 µM],-0.6%
Cc1cc(C)nc(N/N=C/c2ccccc2OCC(=O)O)n1,-10%,12%,1%,-4%,3%,-18%,6%,-11%,-3.9%
C=CCNc1nc2ccccc2nc1NS(=O)(=O)c1ccc(Br)cc1,8%,24%,-7%,-17%,10%,5%,1%,9%,2.3%
CCN(CC)CCC(C)OC(c1ccccc1)c1ccccc1 (stereo not given),7%,u,0%,-6%,0%,-20%,13%,12%,0.3%
COc1ccc2[nH]c(=O)c(CN(Cc3cccnc3)C(=O)Nc3ccccc3)cc2c1,5%,0%,-4%,-1%,2%,21%,1%,-21%,0.1%
COc1cc(C(=O)OCCC(C)C)cc(OC)c1O,0%,u,-2%,-18%,-3%,-3%,3%,6%,6.0%
O=S1(=O)[C@H]2C[C@@H]3C=C[C@@]2(CN1Cc1cccc(C(F)(F)F)c1)O3,-1%[57.1 µM],-3%,0%&-2%,3%,-5%,-5%,-2%,u,-1.8%
N#C/C(=N\Nc1ccc(F)cc1)C(=N)N1CCCCCC1,-14%[11.4 µM],-28%,-5%,-24%,-2%,-12%,-6%,-25%[11.4 µM],-2.0%
COC(=O)[C@H](Cc1ccccc1)NCCCn1cnc(C(=O)Nc2ccc(C)c(C)c2)n1,9%,-1%,2%,-29%,-5%,9%,-1%[38.3 µM],29%,x
COCCN(C(=O)/C=C/c1cccc([N+](=O)[O-])c1)c1c(N)n(Cc2ccccc2)c(=O)[nH]c1=O,2%,10%,-6%,0%,-15%,2%,-2%,8%,1.4%
O=C1CSC(c2ccccc2F)N1c1ccccc1F (stereo not given),3%,16%,-5%,-19%,2%,15%,-5%,12%,-0.4%
O=C1c2ccccc2C(=O)N1c1ccc(Br)c2cccnc12,-4%,-1%,-5%,-18%,0%,6%,0%,15%,9.4%
c1ccc(CNc2nc(CN3CCOCC3)nc3scc(-c4ccccc4)c23)cc1,8%[57.1 µM],5%,1%,-13%,9%,-15%,3%,11%[57.1 µM],1.9%
SMILES,TrxR1 substrate,12-LOX inh,Vif-APOBEC3G blk,USP1-UAF1 inh,Vif-A3F inh,RGS4 inhibitor,IDH1 R132H inh,rTrxR1 inhibitor,RXFP1 ag
NS(=O)(=O)c1ccc(CCNC(=O)CSc2nc3ccsc3c(=O)n2CCCCC(=O)O)cc1,0%,0%,1%,-16%,5%,-24%,6%,0%[57.1 µM],5.5%
CC1([N+](=O)[O-])COC(c2cccc3ccccc23)OC1 (stereo not given),-6%,-6%,-2%,-18%,4%,-12%,8%,11%[57.1 µM],x
O=C(NC1CCCC(C(F)(F)F)C1)c1ccc([N+](=O)[O-])o1 (stereo not given),-3%,4%,u,-22%,1%,2%,13%,-27%,x
Cn1cc(C(=O)N2CCN(c3cccc(Cl)c3)CC2)c(=O)c2cc(S(=O)(=O)N3CCCC3)ccc21,-8%,-23%,2%,-28%,2%,7%,16%,-11%,-0.8%
CCN(CCCNC(=O)CNC(=O)c1nn(-c2ccc(OC)cc2OC)c(=O)c2ccccc12)c1cccc(C)c1,4%[57.1 µM],-14%,-7%,-21%,-7%,-2%,-11%,16%[57.1 µM],6.0%
Cc1cc(OC(C)C(=O)NCc2ccncc2)c2c(C)cc(=O)oc2c1 (stereo not given),35%[activator][57.1 µM],3%,2%,-5%,1%,-32%[56.9 µM],9%,16%[57.1 µM],0.3%
O=C(Nn1c(=S)[nH]c2ccccc2c1=O)c1ccncc1,-13%,1%,8%,12%,5%,-6%,4%,-24%,0.2%
Cc1ccccc1NC(=O)Cc1nc(COC(=O)c2cc(Br)ccc2O)cs1,3%,-12%,2%,-18%,0%,12%,10%,19%,4.9%
CCOC(=O)C1(CCCc2ccccc2)CCN(C2CCN(C(C)=O)CC2)CC1,6%,-28%,2%,-28%,-6%,25%,-2%,14%,4.5%
Cc1nn(CC(=O)NCCCc2ccccc2)c(C)c1[N+](=O)[O-],2%[57.1 µM],5%,0%,-12%,12%,18%,9%,45%[activator][57.1 µM],-1.0%
CC(NC(=S)Nc1ccc(OC(F)F)c(Cl)c1)C(C)(C)C (stereo not given),-2%,u,0%,-23%,u,-14%,5%,-4%,-0.7%
CN=c1scc(C)n1/N=C/c1ccc(O)cc1O,2%[57.1 µM],6%,-9%,0%,3%,-30%,7%,4%[57.1 µM],-4.5%
O=C(NC(=S)N1CCOCC1)c1ccc(F)cc1,10%,279%[activator],3%,-12%,-3%,-20%,0%,19%,0.4%
CCOc1cc(/C=N/OC(C)=O)ccc1OCc1ccccc1,-4%[57.1 µM],3%,1%,-15%,2%,-20%,7%,26%[57.1 µM],0.3%
Cc1cc(C)cc(OCC(=O)OCC(=O)c2c(N)n(C)c(=O)n(C)c2=O)c1,-2%[11.4 µM],0%,2%,-8%,2%,-11%,-1%,1%[11.4 µM],4.5%
N#C/C(=C\c1cn(CC(=O)O)c2ccccc12)C(=O)NCc1ccccc1,-17%,0%,1%,-2%,0%,2%,-7%,u,0.5%
Cc1ccc(NC(=O)Cn2nnc3ccccc3c2=O)cc1,7%[57.1 µM],-11%,-3%,-5%,0%,12%,1%,6%[57.1 µM],6.0%
COc1ccc(CNC(=O)c2c(O)c3cccc4c3n(c2=O)CCC4)cc1,-5%,3%,-1%,-11%,1%,-18%,3%,-10%,6.6%
C=CCNC(=O)c1onc(CSc2ccc(OC)cc2)c1C(=O)O,-4%,u,-10%,-17%,5%,-20%,0%,10%,0.8%
CC(=O)c1cccc(OCC(=O)OCC(=O)Nc2cc(S(=O)(=O)N3CCCCC3)ccc2C)c1,-4%,-3%,1%,-1%,3%,-8%,3%,10%,x
NC(=O)CSc1nnc(-c2ccc(S(=O)(=O)N3CCCC3)cc2)n1Cc1ccco1,3%,-11%,0%,-12%,-7%,-16%,3%,-6%,0.3%
CCCCNC(=O)Cn1cnc2c(cnn2-c2ccc(C)cc2)c1=O,9%,4%,-2%,-28%,-9%,6%,-3%,27%,10%
CC(C)OCCCn1c(SCc2ccccc2Cl)nc2c(sc3ccccc32)c1=O,8%[57.1 µM],-41%,3%,4%,1%,-16%,-16%,4%[57.1 µM],14%
O=P(C1=C(N2CCOCC2)/C(=C\c2ccccc2)CC1)(N1CCOCC1)N1CCOCC1,9%,7%[57.4 µM],-1%,-16%,-11%,5%,3%,u,0.7%
COc1ccc(Nc2nnc(SCC(=O)c3cc(C)n(CC4CCCO4)c3C)s2)cc1 (stereo not given),-4%,-8%,3%,-15%,-6%,-30%,13%,-6%,-3.7%

# Screening results as filed in PubChem.
